Assay outcomes: PubChem, several laboratories
HEK293 NOD2/NF-kB: inhibition of NOD2-driven NF-kB reporter – cell-based, luminescence, uHTS, HEK293 (AID 1566) | 290,000 compounds, 0.63% hits | HEK293 NOD2/NF-kB luciferase reporter, luminescence; higher % means a stronger effect | inhibition, % at 4 µM, or EC50 in µM where a hit was titrated; in the data active means inhibition above about 50%; further: many of its hits are not listed in these tables
Insulin prom up: MIN6 insulin promoter up-regulation; MIN6 insulin promoter-GFP reporter, high-content imaging; active compounds read high; z-score at 5 µM; 190,000 compounds, 0.3% hits;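 active means z-score above 3 at 5 µM with at least 500 cells counted in the well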
NOD1 NF-kB reporter: NOD1 signaling inhibitors, primary screen, cell-based, luminescence, uHTS (AID 1578); NOD1-driven NF-kB luciferase reporter cells, luminescence; higher % means a stronger effect; inhibition, % at 4 µM; hits with a dose series show EC50 in µM; 290,000 compounds, 1% hits; in the data active means inhibition mostly above about 36%, no sharp cut-off; inactive means mostly below about 34%;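 further: HEK-293T reporter cells stimulated with the NOD1 agonist gamma-tri-DAP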
b-catenin transl: alters nuclear translocation of beta-catenin in HeLa cells | immunofluorescence imaging | nuclear translocation activity, % at 5 µM | 190,000 compounds, 0.3% hits | AID 1665;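 active means nuclear translocation activity above 50% at 5 µM, with a well cell count of 50 or more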;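 further: per-cell ratio of nuclear to cytoplasmic median beta-catenin stain intensity; plate controls were DMSO negative control for no effect and GSK-3 inhibitor IX positive control for full effect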
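Technique: fluorescence imaging of beta-catenin antibody stain plus DAPI / Material: human HeLa cell line / Incubation: compound treatment 24 h, 37°C, 5% CO2 / Read-out basis: % activation of per-cell nuclear versus cytoplasmic median beta-catenin signal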
Yfh1-off respiration: enhancers of respiration in Yfh1-depleted yeast, dose response, Friedreich's ataxia, plus single-dose screen (AID 1465). 220,000 compounds, 0.074% hits. fold induction at 50 µM, or EC50 in µM where a hit was titrated. S. cerevisiae Yfh1-off respiration, WST-1 reduction, 72 h; higher fold induction means a stronger effect;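 active means fold induction of absorbance versus untreated yeast above a set limit, then at least 30% activation at any dose in follow-up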;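 further: activators that raise dye reduction in frataxin-depleted yeast; strong numbers were not always called active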
MT stabilize HCS: stabilizes microtubules in HeLa cells | HeLa tubulin immunostaining HCS, 24 h; share of cells brighter than vehicle mean+2SD | % tubulin-high responders, % at 10 µM | 200,000 compounds, 0.83% hits | AID 2205;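 active means plate Z-score above 3 for both tubulin-high and condensed-nucleus cell shares, with cell loss under 80%, at 10 µM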;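 further: anti alpha tubulin signal scored within the nucleus-defined area of each cell; some results filed as inactive read as strong as hits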
Dynein transport: dynein cargo transport inhibition. z-score, hits read low. 220,000 compounds, 0.47% hits. 3617.4 mouse cells, GR-EGFP nuclear translocation imaging; test concentration mostly 20 µM; stimulated with dexamethasone, 1 µM; active compounds read low. AID 1381;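 active means plate z-score of nuclear minus cytoplasmic receptor signal below a set negative limit, without overly bright fluorescence or cell loss, cut at about -3.5 in these data, passing the limit was not always enough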;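 further: z-score of nuclear minus cytoplasmic ring GR-EGFP intensity difference per well; some compounds called inactive have numbers as strong as hits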
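Buffer or medium: tet-free medium with charcoal-stripped serum / Also added: dexamethasone agonist, 1.0 µM final, for 30 min / Timing: induction 48 h, compound 1 h, agonist 30 min / Measured by: high-content fluorescence imaging after fixation / Read-out: nuclear-to-cytoplasmic GR-EGFP distribution per well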
M17LAP inhibition: P. falciparum M17LAP inhibitors, primary screen, biochemical, fluorogenic H-Leu-NHMec substrate, 1536-well (AID 1619); recombinant M17LAP, H-Leu-NHMec fluorogenic kinetic assay; higher % means a stronger effect; 220,000 compounds, 0.38% hits; inhibition, % at 30 µM; hits with a dose series show IC50 in µM;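 active means compound inhibiting the enzyme by more than half at any dose during confirmatory dose-response retesting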;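 further: plate controls were full reaction with DMSO carrier for no effect and no enzyme background for full effect; strong numbers were not always called active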
Autophagy HCS: modulators of autophagy | MEF GFP-LC3 puncta imaging; test concentration mostly 10 µM | calls only at 10 µM (by protocol) | 190,000 compounds, 0.98% hits;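 active means percentage of spot-positive cells more than 3 SD above its plate mean, without a fluorescence outlier flag or 80% toxicity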;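 further: spot-positive cell cutoff set from DMSO-treated cells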
Dynein transport cytoplasmic EGFP: further read-out of Dynein transport, marked with its call; z-score; measured here: cytoplasmic GR-EGFP intensity; active compounds read high
Dynein transport nuclear GR-EGFP: further read-out of Dynein transport, marked with its call; z-score; measured here: nuclear GR-EGFP intensity;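 lower value marks the stronger effect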
Dynein transport cell count: second read-out of Dynein transport, no call of its own (marks repeat the call); z-score; measured here: cell count per field
Insulin prom up cell count: recorded beside Insulin prom up, whose call it bears; cell count; measured here: cytotoxicity, nuclei count;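 total cells summed across four imaged fields per well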
b-catenin transl cell count 5 µM: recorded beside b-catenin transl, whose call it bears; cell count; measured here: cell count, cytotoxicity flag
MT stabilize HCS Hoechst-high %: recorded beside MT stabilize HCS, whose call it bears; % Hoechst-high responders; measured here: nuclear condensation Hoechst responders;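 share of cells brighter than vehicle mean plus two SD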
MT stabilize HCS cytotoxicity %: recorded beside MT stabilize HCS, whose call it bears; toxicity, %; measured here: cytotoxicity by cell density;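 0% = mean cell density of plate MIN control wells and 100% = no cells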
Autophagy HCS cell loss 18 h: second read-out of Autophagy HCS, no call of its own (marks repeat the call); toxicity, %; measured here: cell loss, nuclei count;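 cell loss after 18 h compound exposure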
The depositor's hits bear a star; i = inactive; . = not tested or not shown. Only part of the results is shown; count on the stated rates, not on these rows.

SMILES | HEK293 NOD2/NF-kB | Insulin prom up | Insulin prom up cell count | NOD1 NF-kB reporter | b-catenin transl | b-catenin transl cell count 5 µM | Yfh1-off respiration | MT stabilize HCS | MT stabilize HCS Hoechst-high % | MT stabilize HCS cytotoxicity % | Dynein transport | Dynein transport cytoplasmic EGFP | Dynein transport nuclear GR-EGFP | Dynein transport cell count | M17LAP inhibition | Autophagy HCS | Autophagy HCS cell loss 18 h
O=C(Cc1ccccc1)NC(=S)Nc1ccc2oc(-c3ccccc3F)nc2c1 | -56% | -0.09 | 1346 | -99% | -0.1 | 815 | i | 3.4 | 1.5 | 0.3 | -0.12 | -0.039 | 0.37 | 1.6 | -5% | i | -25
CC1CC(C)CN(CCCSc2ccccc2)C1 (stereo not given) | 9% | -0.16 | 1232 | 11% | -0.8 | 449 | i | 5.0 | 2.8 | 10 | 0.37 | -0.097 | -0.07 | 0.54 | 2% | i | -3
Cc1nnc2sc(SCC(=O)Nc3nccs3)nn2c1=O | 5% | 0.05 | 1355 | -2% | -1.1 | 1007 | i | 2.4 | 2.4 | 11 | 1.3 | 0.05 | 1.5 | -3 | 21% | i | 8
CC(C)=CC(=O)OCC(=O)NC1CCCc2ccccc21 (stereo not given) | 20% | -0.15 | 1518 | -23% | -1.5 | 1048 | i | 1.8 | 1.4 | 2.5 | -0.21 | -0.22 | 0.3 | -0.18 | -1% | i | 17
NS(=O)(=O)c1ccc(NC(=S)Nc2cc(Cl)c(Cl)cc2Cl)cc1 | 2% | 0.09 | 1230 | -23% | -0.5 | 511 | i | 3.7 | 1.1 | 6.1 | -0.032 | -0.18 | 0.14 | 0.54 | -3% | i | -1
Cc1cccc(CS(=O)(=O)Cc2ccc(C(=O)NCc3cccnc3)o2)c1 | -4% | -0.09 | 1323 | -17% | . | . | i | 2.1 | 1.6 | 7.4 | 0.52 | -0.18 | 0.91 | -0.11 | -2% | i | 1
Cc1ccc(NC(=O)C(=O)c2cn(CC(=O)N3CCCCC3)c3ccccc23)cc1 | 4% | -0.11 | 1555 | -28% | 1.0 | 1022 | i | 4.0 | 2.4 | 6.1 | 0.21 | -0.26 | 0.17 | 0.32 | 1% | i | 19
Cc1ccc(C)c(CN2C(=O)C3CCCN3c3ccc(C#N)cc32)c1 (stereo not given) | 12% | . | . | 18% | . | . | i | 3.2 | 1.4 | 10 | -0.23 | -0.18 | 0.18 | -0.073 | -1% | i | 4
COc1ccc(NC(C)=O)cc1NC(C)C(=O)Nc1cc(C(F)(F)F)ccc1N1CCOCC1 (stereo not given) | 1% | 0.22 | 1544 | -32% | -1.8 | 1124 | i | 2.8 | 3.8 | 3.3 | -0.26 | -0.24 | 0.063 | 1.1 | 4% | i | -5
c1ccc(-c2cc3c(NCC4COc5ccccc5O4)ncnc3s2)cc1 (stereo not given) | 17% | -0.12 | 1226 | 41% | 0.8 | 986 | i | 2.1 | 2.0 | 8.7 | 0.15 | -0.055 | 0.6 | -1.3 | 9% | i | 22
CC(C)(C)N(Cc1cc2ccccc2[nH]c1=O)C(=O)c1cccc([N+](=O)[O-])c1 | 23% | -0.41 | 1168 | 5% | -0.2 | 1352 | i | . | . | . | -0.56 | -0.24 | -0.31 | 0.28 | -4% | . | .
CCN1CC2=C(OC(N)=C(C#N)C2c2ccccc2)/C(=C\c2ccccc2)C1 (stereo not given) | -4% | -0.19 | 1275 | 13% | . | . | i | 3.0 | 0.7 | 4.1 | -0.23 | 0.22 | -0.042 | -0.07 | 5% | i | -2
COc1ccc(Cl)cc1NC(=O)CNc1ccccc1F | 13% | 0.57 | 1527 | -16% | -0.8 | 1032 | i | 6.1 | 2.4 | 9.7 | 1.9 | -0.077 | 1.4 | -1.3 | 5% | i | 3
COc1ccc(NC(=O)C(C)SCc2ccccc2)cc1 (stereo not given) | -7% | 0.38 | 1473 | 11% | -0.9 | 1039 | i | . | . | . | 1.2 | -0.17 | 0.94 | -0.78 | 3% | i | -11
COC(=O)c1cc([N+](=O)[O-])c(-n2ccnc2)c([N+](=O)[O-])c1 | 3% | -0.08 | 1349 | -56% | 2.3 | 573 | i | 2.4 | 3.4 | 6.9 | -3.5* | 1.9* | -2.2* | 0.14* | -20% | i | -2
Cc1nc(-c2ccc(Cl)cc2)sc1C(=O)NNC(=O)C(C)C | -10% | . | . | 0% | 0.1 | 1318 | i | . | . | . | 1.2 | -0.098 | 0.72 | -2.1 | 2% | . | .
O=C(NC1CCS(=O)(=O)C1)C1CCCN(S(=O)(=O)c2ccc(Cl)cc2)C1 (stereo not given) | 0% | 0.24 | 1426 | -22% | -0.3 | 1039 | i | 6.1 | 2.6 | 5.9 | 1.3 | -0.11 | 0.91 | -0.7 | 10% | i | 17
Cc1ccc(N(CC(O)CN2CCCC2)S(=O)(=O)c2ccc(C)cc2)cc1 (stereo not given) | 0% | -0.09 | 1539 | -10% | -1.7 | 1386 | . | 2.9 | 1.6 | 9.2 | -0.43 | -0.4 | -0.18 | 0.35 | 0% | i | 15
CCOC(=O)c1[nH]c(C)c(C(=O)OCCN2C(=O)c3ccccc3C2=O)c1C | 6% | 2.3 | 1229 | -31% | -5.5 | 703 | i | 7.5 | 1.9 | 5.2 | 2.2 | -0.046 | 1.6 | -0.8 | -9% | i | 6
Cc1nnc(-c2cccc(Br)c2)c2cn(-c3ccccc3Cl)nc12 | 8% | -1.3 | 1534 | -4% | -0.9 | 1387 | i | 1.1 | 2.0 | 6.9 | 0.7 | 0.31 | 1 | 0.24 | 1% | i | -23
COc1cc(/C=N/n2c(-c3cc(C)[nH]n3)n[nH]c2=S)cc(OC)c1O | 17% | 0.79 | 1362 | 4% | 0.7 | 963 | i | . | . | . | 0.31 | -0.26 | 0.098 | 0.29 | 3% | . | .
CCC(C)NC(=O)c1nn(C)c(=O)c2ccccc12 (stereo not given) | 6% | -1 | 1274 | -18% | -0.3 | 1100 | i | 1.4 | 1.5 | 0.7 | -0.088 | -0.31 | -0.51 | -0.15 | 0% | i | 7
O=C(Nc1ccc2nsnc2c1)C1CC1 | -6% | . | . | -8% | 0.2 | 1084 | i | 2.5 | 2.6 | 5.8 | -1.1 | -0.27 | -0.73 | 1.4 | -27% | i | 3
CCOC(=O)C1CCN(C(=O)c2sc3ncnc(N4CCC(C)CC4)c3c2C)CC1 | 25% | -2 | 608 | -1% | -1.0 | 1215 | i | 2.5 | 2.0 | 8.4 | -1.1 | -0.2 | 0.27 | 4.2 | -16% | i | 4
COc1ccccc1CNC(=O)C(NS(=O)(=O)c1ccc2c(c1)OCCO2)C(C)C (stereo not given) | 18% | 0.18 | 1359 | -24% | -0.6 | 581 | i | 4.3 | 3.0 | 1.6 | 1.4 | -0.19 | 0.76 | -1.5 | 10% | i | 25

(cont.)
SMILES | HEK293 NOD2/NF-kB | Insulin prom up | Insulin prom up cell count | NOD1 NF-kB reporter | b-catenin transl | b-catenin transl cell count 5 µM | Yfh1-off respiration | MT stabilize HCS | MT stabilize HCS Hoechst-high % | MT stabilize HCS cytotoxicity % | Dynein transport | Dynein transport cytoplasmic EGFP | Dynein transport nuclear GR-EGFP | Dynein transport cell count | M17LAP inhibition | Autophagy HCS | Autophagy HCS cell loss 18 h
COc1cc(-c2nnc(SCC#CCO)o2)cc(OC)c1OC | 2% | -0.6 | 976 | -25% | 2.5 | 1068 | i | 2.5 | 3.6 | 9.9 | -0.068 | -0.13 | 0.25 | 0.027 | 3% | i | -1
Oc1ccc(/C=N/Nc2cccc3cccnc23)c(O)c1 | -31% | -1.3 | 1669 | -28% | 2.3 | 709 | i | 4.1 | 6.3 | 9.1 | -0.43 | -0.22 | -0.4 | 0.58 | 6% | i | -26
CCOC(=O)CSc1nnc(-c2ccco2)n1C | 2% | . | . | -42% | -1.9 | 1120 | i | 3.7 | 2.4 | 5.1 | 0.26 | -0.2 | 0.27 | 1.2 | 1% | i | 30
O=C(OCc1ccccc1)c1ccc2c(c1)-c1ccccc1C2=O | -33% | -0.13 | 1880 | -21% | -1.0 | 1041 | i | 1.7 | 1.6 | 10 | 2.3 | -0.22 | 0.64 | -0.69 | -15% | i | -29
CCC(=O)N=C1SC2CS(=O)(=O)CC2N1c1cccc(OC)c1 (stereo not given) | 9% | 0.47 | 849 | -9% | -9.1 | 1102 | i | 1.6 | 1.7 | 9.1 | -0.68 | -0.13 | -0.32 | 0.34 | -11% | i | -1
CCCCNc1ncnc2c1cnn2-c1ccccc1 | -114% | . | . | -30% | 77* | 801* | i | 32* | 21* | 72* | -0.16 | -0.3 | 0.031 | -1.5 | -6% | i | 23
O=C(Nc1ccccc1N1CCCCC1)c1cnccn1 | 4% | -1.7 | 1244 | 9% | -0.4 | 1087 | i | 0.2 | 2.6 | 5.8 | -0.53 | 0.029 | 0.13 | -0.56 | 2% | i | 32
Oc1cccc(NC(=S)N=Nc2c(O)[nH]c3ccc(Br)cc23)c1 | 10% | -0.98 | 1008 | -7% | 2.2 | 1325 | i | . | . | . | -0.58 | -0.19 | -0.33 | -0.31 | 8% | . | .
Cc1cccc2cc(C(c3nnnn3C(C)(C)C)N(Cc3ccco3)CC3CCCO3)c(=O)[nH]c12 (stereo not given) | 9% | -1.8 | 1023 | -40% | -2.0 | 952 | i | 3.2 | 1.6 | 5.5 | 0.71 | -0.18 | 1.2 | 0.15 | -4% | i | -30
